High-throughput results: PubChem, National Center for Advancing Translational Sciences (NCATS)
HEK293 viab – counter-screen for SNCA expression inhibitors: cell viability; Potency, µM (titrated, usually from 57.1 µM), for the others: top-dose activity change, negative = cytotoxicity, hits mostly cytotoxic; AID 1671193; HEK-293-SNCA-luc viability, GF-AFC fluorescence, 24 h; 150,000 tested, 0.12% active;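 also: potency is read from the fitted curve at half-maximal effect; 0% = DMSO-treated cells and -100% = medium-only wells without cells; nearly all actives have a fitted effect of over 30% in size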
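HEK-293-SNCA-luc cells (1500/well) plated 24 h, then exposed 24 h to a dilution series; GF-AFC added 30 min at 37C, fluorescence 405/540 nm; normalised to medium-only and DMSO wells, Hill fit.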
GPT2 inhibitor – GPT2 alanine aminotransferase inhibition; Q8TD30; Recombinant GPT2, coupled pyruvate oxidase/HRP Amplex Red fluorescence; Potency, µM (doses to about 57.7 µM), without a hit: top-dose activity change, negative = inhibition, hits mostly inhibitors; 100,000 tested, 0.25% active; also: potency is read from the fitted curve at half-maximal effect; nearly all actives have a fitted effect of over 60% in size; many of its hits are not listed in these tables
Target sequence (Q8TD30 whole entry, looked up): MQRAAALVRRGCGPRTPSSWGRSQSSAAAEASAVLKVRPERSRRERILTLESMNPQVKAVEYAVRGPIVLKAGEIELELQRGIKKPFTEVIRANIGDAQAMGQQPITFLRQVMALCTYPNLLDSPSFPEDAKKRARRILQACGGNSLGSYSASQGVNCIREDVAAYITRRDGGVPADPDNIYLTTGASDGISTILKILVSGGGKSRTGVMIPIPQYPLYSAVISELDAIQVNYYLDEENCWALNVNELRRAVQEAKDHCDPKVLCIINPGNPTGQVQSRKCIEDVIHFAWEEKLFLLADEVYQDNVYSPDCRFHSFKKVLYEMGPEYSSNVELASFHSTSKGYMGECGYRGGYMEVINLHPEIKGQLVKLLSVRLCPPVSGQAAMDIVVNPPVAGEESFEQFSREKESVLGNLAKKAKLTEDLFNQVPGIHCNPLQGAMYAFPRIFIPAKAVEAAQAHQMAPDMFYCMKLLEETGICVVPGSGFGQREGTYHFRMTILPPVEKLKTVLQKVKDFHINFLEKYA
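Recombinant GPT2 (10ng/uL) with 250uM a-KG and 2mM L-alanine, 30 min at room temperature, in HEPES pH 7.5 buffer. Pyruvate detected by pyruvate oxidase/HRP/Amplex Red fluorescence after 30 min in the dark; AOA (50uM) as positive control.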
IP6K1 inhibitor – IP6K1 kinase inhibition. Q92551. 140,000 tested, 0.81% active. activity change, % (series mostly up to about 58 µM). IP6K1 kinase, ADP-Glo luminescence, 2 h; hits give low values; in the data active = activity change below about -25%
Target sequence (Q92551 whole entry, looked up): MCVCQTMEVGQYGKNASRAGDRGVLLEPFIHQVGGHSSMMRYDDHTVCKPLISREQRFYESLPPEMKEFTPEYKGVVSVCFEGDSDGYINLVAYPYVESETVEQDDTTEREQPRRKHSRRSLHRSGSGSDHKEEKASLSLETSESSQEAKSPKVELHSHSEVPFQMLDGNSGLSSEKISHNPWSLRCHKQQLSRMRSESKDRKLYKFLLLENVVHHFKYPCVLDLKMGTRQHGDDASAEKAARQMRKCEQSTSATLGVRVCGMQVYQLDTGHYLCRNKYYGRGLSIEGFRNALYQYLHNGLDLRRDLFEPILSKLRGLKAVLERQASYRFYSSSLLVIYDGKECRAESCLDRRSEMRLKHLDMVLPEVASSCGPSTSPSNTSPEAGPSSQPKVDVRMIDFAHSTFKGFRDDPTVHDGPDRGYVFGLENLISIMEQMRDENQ
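ADP-Glo luminescence measures ADP made by human IP6K1 during a 2 h RT reaction with ATP/IP6 (mix at 1.3 mM/130 uM); top library doses 57.5 and 19.1 uM final.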
SNCA expr inh – SNCA gene expression inhibition; 140,000 tested, 0.17% active; HEK-293 SNCA-luciferase knock-in, luminescence, 24 h; Potency, µM (doses to about 57.2 µM), without a hit: at the highest dose activity change, negative = inhibition, most hits filed as inhibitors;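 also: potency is read from the fitted curve at half-maximal effect; plate controls were DMSO cells for no effect and cell-free wells for full effect; nearly all actives have a fitted effect of over 45% in size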
FLuc inh – Photinus pyralis luciferase inhibition; P08659; purified P. pyralis luciferase, luminescence, biochemical; Potency, µM (highest dose often 115 µM), without a hit: top-dose activity change, negative = inhibition, usual class: inhibitors; 76,000 tested, 2.5% active; AID 1347043; also: potency is read from the fitted curve at half-maximal effect; nearly all actives have a fitted effect of over 65% in size
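Luminescence read by CCD imager after adding enzyme (10nM final) to wells holding compound, titrated in qHTS. Substrates 10uM each D-luciferin and ATP; buffer 50mM Tris acetate pH 7.5, 10mM Mg acetate, Tween-20, BSA.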
NIH3T3 tox – NIH 3T3 cell cytotoxicity. NIH 3T3 viability, CellTiter-Glo ATP luminescence, 48-72 h. Potency, µM (doses to about 96.7 µM), for the others: top-dose activity change, negative = cytotoxicity, actives largely listed as inhibitors. 94,000 tested, 4.3% active. AID 1345082; also: potency is read from the fitted curve at half-maximal effect; nearly all actives have a fitted effect of over 55% in size
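First NIH 3T3 cells are plated at 400 cells/well; next compound is pinned in; then plates incubate 48 or 72 hr at 37 °C; finally CellTiter-Glo is added and luminescence read after 10 min.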
HEK293 tox – kills HEK 293 cells; HEK 293 viability, ATP luminescence (CellTiter-Glo), 48-72 h; Potency, µM (titrated, usually from 115 µM), without a hit: at the top dose activity change, negative = cytotoxicity, usual class: inhibitors; 94,000 tested, 6.6% active; also: potency is read from the fitted curve at half-maximal effect; nearly all actives have a fitted effect of over 60% in size
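250 HEK 293 cells/well; compound by pintool; incubated 48 or 72 hr at 37 degree Celsius; CellTiter-Glo added, 10 min RT, luminescence imaged.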
Numbers without * were called inactive; i = inactive; u = inconclusive; x = not tested or not shown; & = joins results of further samples; [ ] = dose if it differs, or a comment. Unless noted, calls follow the shape of the dose curve; as a rule, active = well fitted curve in the direction sought with a large enough effect; inconclusive = small, poorly fitted or top-dose-only effect, or another doubt; inactive = no such curve, though single readings can be large; an effect the other way counts as inactive or inconclusive. Unless noted, % is scaled to controls: 0 for no effect and ±100 for the full control effect. Not all compounds are listed; count on the stated rates, not on these rows.

no.	SMILES	HEK293 viab	GPT2 inhibitor	IP6K1 inhibitor	SNCA expr inh
1	CNC(=O)C1CCC(Cn2c(=O)c3sccc3n(CC(=O)NCc3ccc(OC)cc3)c2=O)CC1 (stereo not given)	16.6%	x	-4.1	11.8%
2	CN1C(=O)[C@@H]2C[C@@H](CN2C(=O)CCC(=O)O)Oc2ccccc21	4.6%[87.6 µM]	-48.6%[88.5 µM]	8.9	u
3	CC(C)Oc1ccc(CNC(=O)C2CCN(Cc3cc4ccccc4n3Cc3ccccc3)CC2)cc1	-0.5%	x	2.9	16.2%
4	CNC(=O)[C@@H]1C[C@@H](N)CN1C(=O)c1cnn(-c2ccccc2OC)c1	-8.9%	i	-5.7	-9.1%
5	CC(C)CNc1ccc2c(n1)C(C)(C(=O)NCc1ccco1)CN(Cc1ccccc1)C2 (stereo not given)	-21.8%[87.6 µM]	1.9%[88.5 µM]	-0.9	u
6	Cc1cccc(CN2C(=O)c3ccccc3S(=O)(=O)c3ccc(C(=O)N4CCN(c5cc(C)ccc5C)CC4)cc32)c1	12.4%	x	6.2	-3.0%
7	COCC(=O)N1CCC(C(=O)N2CCC2c2ccccc2)CC1 (stereo not given)	1.7%	i	10.3	10.0%
8	CCN(CC)C(=O)c1sc2c(c1C)c(=O)n(-c1ccc(C)c(C)c1)c(=O)n2Cc1cc(=O)n2c(C)cccc2n1	7.1%	x	-5.8	10.8%
9	COCCN1C(=O)c2ccccc2C(C(=O)Nc2ccc(OC)cc2OC)C12CCCC2 (stereo not given)	-5.3%	-5.9%	13.3	-12.5%
10	CNC(=O)C1(N2CCC[C@H]2C(=O)NC(C)(C)C)COC1	-8.5%[87.6 µM]	-26.6%[88.5 µM]	3.5	6.8%[87.6 µM]
11	Cc1cc(-c2cc3c(cn2)CN(Cc2cccc(F)c2)CCN3)ccn1	-12.7%[87.6 µM]	-0.5%[88.5 µM]	-13.5	71.0%[activator][87.6 µM]
12	O=C(Nc1cccc(C(F)(F)F)c1)N[C@H]1CO[C@H]2[C@@H]1OC[C@@H]2n1cc(CC2CCCCC2)nn1	-15.8%	3.9%	-3.7	5.7%

no.	FLuc inh	NIH3T3 tox	HEK293 tox
1	x	x	x
2	-2.1%[172 µM]	-18.0%[174 µM]	-3.8%[172 µM]
3	x	x	x
4	-10.9%	-0.1%	-8.5%
5	3.4%[172 µM]	39.8µM*	50.1µM*
6	x	x	x
7	-0.6%	-21.1%	-11.5%
8	x	x	x
9	5.6%	i	-0.7%
10	0.0%[230 µM]	0.5%[230 µM]	u
11	15.8µM*	u	70.8µM*
12	-2.5%	u	39.8µM*

Remaining list, next part:
no.	SMILES	HEK293 viab	GPT2 inhibitor	IP6K1 inhibitor	SNCA expr inh
13	C=C1CC[C@@H]2[C@](C)(CO)[C@H](O)CC[C@@]2(C)[C@@H]1CC(O)C1=CCOC1=O (stereo not given in full)	-12.6%	i	-3.1	x
14	COc1cc(OC)c(OC)cc1/C=C/c1nc2cc3ccccc3cc2c(=O)n1-c1ccccc1Br	-3.4%	x	1.3	-7.0%
15	CCOC(=O)c1cnc2c(C)c(Cl)ccc2c1Nc1ccc(N2CCOCC2)cc1	-8.2%	x	-6.3	0.7%
16	CCCNC(=O)N1CCC(Oc2ncccc2C(=O)N(C)C)C1 (stereo not given)	11.7%	0.9%	25.3	-8.8%
17	CC(=O)N[C@H]1CC[C@]2(C)CC[C@@H]([C@H](C)C(=O)NCc3ccco3)[C@H](O)[C@H]2[C@@H]1C	-1.1%[87.6 µM]	2.2%[88.5 µM]	14.5	36.2%[activator][87.6 µM]
18	CCN1c2cc(C(=O)NCc3cccc(C)c3)ccc2C(=O)N2CCCCC21 (stereo not given)	5.1%[12.5 µM]	i	8.7	-27.0%
19	CCN1CCC2(CCC1=O)CN(Cc1noc(CC(C)C)n1)CCN2C (stereo not given)	6.7%	i	-4.6	-14.2%
20	COc1nnc(-c2ccc(N3CCCCC3)c(NC(=O)c3ccc(Cl)cc3)c2)c2ccccc12	-1.7%	x	-11.2	16.5%
21	CC(=O)N1CCCC(C(=O)N2CCC(N3CCOC3=O)CC2)C1 (stereo not given)	2.1%[87.6 µM]	i	2.2	-8.1%[87.6 µM]
22	COC(=O)[C@@H]1Cc2ncn(C(C)C)c2CN1C(C)=O	0.4%[87.6 µM]	3.3%[88.5 µM]	-7.2	-5.0%[87.6 µM]
23	O=C(NCc1cccnc1)C1c2ccccc2C(=O)N(C2CCCC2)C12CCCCC2 (stereo not given)	-13.4%	0.1%	0.0	9.9%
24	COc1ccccc1N1CCN(C(=O)Cn2c(=O)nc(-c3ccccc3)c3ccccc32)CC1	-12.2%	x	6.0	61.6%[activator]

no.	FLuc inh	NIH3T3 tox	HEK293 tox
13	x	x	x
14	x	x	x
15	x	x	x
16	3.4%	-6.9%	-4.7%
17	-4.7%[172 µM]	-4.4%[174 µM]	-8.4%[172 µM]
18	6.3%	u	u
19	-4.8%	-15.6%	-39.3%
20	x	x	x
21	x	-22.0%[138 µM]	0.8%[172 µM]
22	-4.1%[230 µM]	3.1%[230 µM]	-4.3%[230 µM]
23	12.4%	u	u
24	x	x	x

Just NIH3T3 tox, FLuc inh and HEK293 viab, for 2 of the compounds above:
| nr | Molecule | NIH3T3 tox | FLuc inh | HEK293 viab |
| --- | --- | --- | --- | --- |
| 21 | CC(=O)N1CCCC(C(=O)N2CCC(N3CCOC3=O)CC2)C1 (stereo not given) | -22.0%[138 µM] | x | 2.1%[87.6 µM] |
| 22 | COC(=O)[C@@H]1Cc2ncn(C(C)C)c2CN1C(C)=O | 3.1%[230 µM] | -4.1%[230 µM] | 0.4%[87.6 µM] |

As entered above.
no. 10 | SNCA expr inh = 6.8%[87.6 µM]
no. 6 | HEK293 viab = 12.4%

Remaining list, next part.
no.	SMILES	HEK293 viab	GPT2 inhibitor	IP6K1 inhibitor	SNCA expr inh
25	CCCC(O)C(CC)CO (stereo not given)	-16.4%[23.9 µM]	4.4%	-2.1	-21.7%[25.6 µM]
26	CC(C)N1C(=O)Cc2ccccc2C1C(=O)NCc1ccccc1Br (stereo not given)	-15.1%	-1.2%	4.8	2.0%
27	Nc1ccn([C@@H]2O[C@H](CO)[C@@H](O)[C@H]2O)c(=O)n1	-16.4%	i	x	-1.3%
28	CS[C@H]1SC[C@@H]2C(=O)N(C)[C@H](C(C)C)C(=O)OC[C@H](NC(=O)c3cnc4ccccc4n3)C(=O)N[C@H](C)C(=O)N(C)[C@@H]1C(=O)N(C)[C@H](C(C)C)C(=O)OC[C@H](NC(=O)c1cnc3ccccc3n1)C(=O)N[C@H](C)C(=O)N2C	0.0192µM*	-22.5%	x	0.0061µM*
29	Cc1ccc(-n2c(SCC(=O)Nc3ccc4c(c3)OCCO4)nc3c([nH]c4ccccc43)c2=O)cc1	6.8%	x	-1.2	9.4%
30	O=C(Cc1cccs1)Nc1ccc2c(c1)CN(Cc1ccccc1F)C(=O)CO2	-9.4%	i	9.9	u
31	CC(C)COc1ccc(C(=O)Nc2cccc(-c3nc4ccccc4[nH]3)c2)cc1	-21.0%	x	16.6	-21.3%
32	COc1ccccc1CC(=O)Nc1ccc2nc(Nc3cccc(Cl)c3)cc(C)c2c1	-10.3%	x	40.3	-15.5%
33	COCC1CN(S(=O)(=O)c2cnc[nH]2)CC12CCNCC2 (stereo not given)	3.2%	i	20.7	2.1%
34	Clc1ccc(-c2noc3ncnc(NCCc4ccccc4)c23)cc1	1.4%	x	7.7	13.9%
35	CCc1ccccc1-n1c(N)c(C(=O)OC)c2nc3ccccc3nc21	u	x	17.3	-0.4%
36	CN1CCN(c2oc(-c3ccc(COc4ccc(Cl)cc4)o3)nc2C#N)CC1	-2.9%	x	4.8	-29.5%

no.	FLuc inh	NIH3T3 tox	HEK293 tox
25	x	x	x
26	u	-23.5%	u
27	x	x	x
28	x	x	x
29	x	x	x
30	-10.1%	u	u
31	x	x	x
32	x	x	x
33	3.3%	-11.9%	-11.4%
34	x	x	x
35	x	x	x
36	x	x	x

Next part.
no.	SMILES	HEK293 viab	GPT2 inhibitor	IP6K1 inhibitor	SNCA expr inh
37	O=C(CSCc1cnn(-c2ccccc2)c1-n1cccc1)NCc1ccccc1F	6.4%	x	-8.0	9.7%
38	Cc1cccc(C)c1-c1nc(C(=O)NCc2ccc(F)cc2)n2ccccc12	4.6%&-1.3%	i	12.6&5.5	-10.9%&2.6%
39	CC(C)c1ccc(Nc2cc(C(=O)NCCCN(C)Cc3ccccc3)c3ccccc3n2)cc1	3.0%	x	-8.4	47.2%[activator]
40	COC(=O)CNC(=O)[C@@H]1CCCN1c1nccc(Nc2ccccc2OC)n1	-25.7%[12.5 µM]	u	-3.5	6.8%
41	O=C(NCc1ccccc1)C1CCCN(S(=O)(=O)c2cccc3nsnc23)C1 (stereo not given)	-1.6%	x	-1.4	-11.3%
42	CCNC(=O)N(C)Cc1cccc(N2CCN([S+](=O)([O-])c3c(Cl)cccc3Cl)CC2)c1F	x	x	-2.7	x
43	CCCNC(=O)Cn1c(=O)n(CC2CCC(C(=O)NC)CC2)c(=O)c2sccc21 (stereo not given)	1.8%	x	-9.4	-1.9%
44	COC[C@@H]1CN(Cc2cnn(C(C)C)c2)C[C@H]1C(=O)NC1CC1	-18.6%	i	-2.5	-33.0%
45	Cc1cccc(NC(=O)C2CCCN2S(=O)(=O)c2ccc3nc(-c4ccccc4)[nH]c3c2)c1 (stereo not given)	u	x	17.6	u
46	COc1ccc(-c2ccc3nnc(CNC(=O)CCc4ccccc4)n3n2)cc1	-9.1%	1.0%	-8.4	-29.9%
47	CCc1nc2c(c(-c3ccc(O)cc3)n1)CN(Cc1ccc(C(F)(F)F)cc1)CC2	0.5%	-8.9%	5.9	-18.5%
48	CNCC(=O)N1CCCC(c2cc(N3CCOCC3)nc(C)n2)C1 (stereo not given)	-6.3%	i	0.3	8.0%
49	S=C(NC1CCCCC1)N[C@H]1CO[C@H]2[C@@H]1OC[C@@H]2n1nnnc1Oc1ccc2c(c1)OCO2	2.0%	2.8%	13.4	-5.4%
50	O=C1CCN(Cc2cccc(F)c2)CCCC(CO)CCN1 (stereo not given)	7.0%	-14.8%	2.3	-12.6%
51	O=C1CCN(S(=O)(=O)c2ccccc2)CCCN(C(=O)C2COc3ccccc3O2)CCN1 (stereo not given)	-5.0%	-4.8%	6.8	-7.6%

no.	FLuc inh	NIH3T3 tox	HEK293 tox
37	x	x	x
38	-6.5%&-6.3%	u	u
39	x	x	x
40	x	-30.0%	-22.9%
41	x	x	x
42	x	u	u
43	x	x	x
44	1.9%	i	i
45	x	x	x
46	2.6%	-12.9%	-14.3%
47	3.4%	u	u
48	4.8%	i	-1.9%
49	-10.1%	u	u
50	7.3%	-12.1%	-5.4%
51	2.0%	-3.5%	-27.6%
